Screening data as filed in PubChem.
B2AR arrestin = recruits beta-arrestin to the human beta2-adrenergic receptor | P07550 | beta-arrestin recruitment to beta2AR, cell-based reporter | Potency, µM (top dose mostly 46.1 µM), for inactives: at the top dose activation, actives largely listed as activators | hit rate 0.02% among 330,000 | AID 492947;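 also: potency is read from the fitted curve at half-maximal effect; 0% = DMSO controls and full agonism = EC100 isoproterenol or metaproterenol; nearly all actives have a fitted effect of over 65% in size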
USP2a block = USP2a (human) protease inhibition; O75604; USP2 core, Ub-CHOP2 coupled fluorogenic reporter, 485/531; hit rate 0.01% among 330,000; Potency, µM (series often up to 38.3 µM), inactives show at the highest dose activity change, negative = inhibition, actives largely listed as inhibitors;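 also: potency is read from the fitted curve at half-maximal effect; plate controls were DMSO wells for no effect and full inhibition by NEM control for full effect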
Target sequence (O75604 whole entry, looked up): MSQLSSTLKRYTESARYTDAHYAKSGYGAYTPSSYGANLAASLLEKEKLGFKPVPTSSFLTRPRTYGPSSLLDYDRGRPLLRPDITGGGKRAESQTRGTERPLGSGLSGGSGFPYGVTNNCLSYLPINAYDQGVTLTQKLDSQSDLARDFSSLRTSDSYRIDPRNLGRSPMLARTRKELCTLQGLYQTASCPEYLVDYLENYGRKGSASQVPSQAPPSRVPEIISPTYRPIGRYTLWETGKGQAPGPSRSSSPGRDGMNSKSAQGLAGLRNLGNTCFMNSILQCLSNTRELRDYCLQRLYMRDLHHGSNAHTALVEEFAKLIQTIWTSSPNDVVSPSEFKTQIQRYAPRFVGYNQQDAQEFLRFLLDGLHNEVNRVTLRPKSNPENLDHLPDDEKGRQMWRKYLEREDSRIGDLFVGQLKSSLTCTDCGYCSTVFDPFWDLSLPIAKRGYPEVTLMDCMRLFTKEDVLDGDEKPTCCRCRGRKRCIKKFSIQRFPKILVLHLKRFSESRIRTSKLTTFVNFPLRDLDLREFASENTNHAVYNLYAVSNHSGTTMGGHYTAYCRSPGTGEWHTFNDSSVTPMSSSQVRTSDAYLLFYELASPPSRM
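USP2 core (10nM final) preincubated 30min RT with compound in 20mM Tris-HCl pH 8.0, 2mM CaCl2, 2mM beta-mercaptoethanol, 0.05% CHAPS; 25nM Ub-CHOP2 plus 25nM reporter substrate added, fluorescence (Ex485/Em531) read after 60min.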
KCNH2 WT inh = inhibitors of human wildtype KCNH2 potassium channel. Q12809. U2OS, BacMam KCNH2, thallium flux FluxOr; hits give low values. activity change, % at 1.84 µM. hit rate 0.37% among 340,000. AID 720551;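 active = maximum activity change below -70%; inconclusive = maximum activity change between -70% and -50%; inactive = maximum activity change above -50%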
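U2OS cells were transduced with wild-type KCNH2 virus (2.03 x 10^8 / mL) for 4 h at room temperature, then cultured overnight at 37 C. Thallium flux was read with FluxOr dye. Rate constants were normalized to DMSO controls.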
KCNH2 3.1 block = KCNH2 3.1 (human) potassium channel inhibition. U2OS KCNH2 3.1, thallium flux FluxOr; hits give low values. activity change, % (tested at about 1.8 µM). hit rate 0.95% among 340,000. AID 720553;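 active = maximum activity change below -70%; inconclusive = maximum activity change from -70% to -50%; inactive = maximum activity change above -50%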;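 also: thallium influx rate constant from kinetic fluorescence after stimulation buffer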
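Thallium flux read-out: FluxOr dye with Red40 quencher in HBSS/HEPES, 45 min at RT. Rate constants from kinetic reads were normalized to positive and negative DMSO controls. Cells: U2OS virally expressing the 3.1 isoform.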
Chronic BCR inh = chronic active BCR signaling inhibition. ABC-DLBCL IkBa-CBG/CBR reporter, luminescence ratio, 4 h. hit rate 0.05% among 340,000. Potency, µM (titrated, usually from 46.1 µM), for inactives: at the top dose ratio change, negative = lower green/red ratio, usual class: inhibitors; active = well fitted inhibition curve with a large enough effect in the signal ratio, with a control signal flat, not every such curve was filed as active; inconclusive = small, poorly fitted or top-dose-only effect, or effect the other way, or a change in a side signal; the % refers to the signal ratio;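 also: potency is read from the fitted curve at half-maximal effect; plate controls were basal doxycycline-induced cells for no effect and cells given 10 µM MG132 for full effect; MG132 reads +100%, hits lower the ratio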
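Compounds up to 46 uM were incubated four hours with TMD8 cells whose green CBG68 luciferase is fused to IkappaBalpha; red CBR luminescence normalised the signal, and concentration-effect curves were fitted to fusion, red and ratio data.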
PKM2 act = activators of human pyruvate kinase M2; P14618; purified PKM2, Kinase-Glo ATP luminescence, activation; response scale: 0% is enzyme alone, no compound; Potency, µM (series often up to 57.5 µM), inactives show at the top dose activation, most hits filed as activators; hit rate 0.34% among 260,000; also: potency is read from the fitted curve at half-maximal effect; nearly all actives have a fitted effect of over 55% in size
Target sequence (P14618 whole entry, looked up): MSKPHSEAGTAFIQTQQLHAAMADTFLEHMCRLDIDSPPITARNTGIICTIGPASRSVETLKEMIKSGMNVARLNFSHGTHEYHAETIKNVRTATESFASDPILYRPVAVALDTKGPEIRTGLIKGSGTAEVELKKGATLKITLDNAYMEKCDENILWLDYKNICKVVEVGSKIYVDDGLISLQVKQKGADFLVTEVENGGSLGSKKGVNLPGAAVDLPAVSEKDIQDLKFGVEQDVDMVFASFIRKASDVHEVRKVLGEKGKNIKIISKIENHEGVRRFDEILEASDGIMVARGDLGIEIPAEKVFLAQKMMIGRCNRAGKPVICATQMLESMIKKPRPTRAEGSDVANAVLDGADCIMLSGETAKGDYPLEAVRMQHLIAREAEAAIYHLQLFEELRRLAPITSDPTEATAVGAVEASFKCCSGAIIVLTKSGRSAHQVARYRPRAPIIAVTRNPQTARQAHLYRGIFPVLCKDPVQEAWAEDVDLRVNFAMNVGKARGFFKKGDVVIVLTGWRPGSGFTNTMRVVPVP
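hPK-M2, >95% pure; 0.1 mM ADP / 0.5 mM PEP final; imidazole pH7.2 buffer w/ 7 mM MgCl2, 50 mM KCl; 1 h RT; Kinase-Glo lum. Intermediate enzyme activity for dual inhibitor/activator qHTS.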
Giardia killer = Giardia lamblia killing | Giardia lamblia trophozoite viability | hit rate 0.15% among 340,000 | activity change, % at 7.66 µM, hits read low; in the data active = activity change below about -80%; inconclusive = between about -30% and that limit;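 also: parasites exposed to compound for two days anaerobically before the ATP read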
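Giardia trophozoites, 100 cells per well, were exposed to compounds for 48 hrs at 37 deg C under anaerobic conditions; viability was then read as ATP content by bioluminescence after 15-30 min at room temperature.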
Coupling enz = counter-screen for Giardia aldolase inhibitors: coupling enzyme system. coupling enzyme system counterscreen, AmpLite Red fluorescence. activity change, negative = inhibition, % at 58.2 µM, hits read low. hit rate 0.67% among 290,000. AID 2472; in the data active = activity change below about -30%
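Counterscreen of the coupled detection system alone, without aldolase: glyceraldehyde-3-phosphate coupling enzymes plus AmpLite Red readout. Compounds at 57.5 uM final, 10 min RT preincubation, 20 min RT reaction, fluorescence 525/598 nm.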
GALK inh = blocks human galactokinase activity. P51570. Purified GALK, Kinase-Glo residual ATP luminescence. Potency, µM (titrated, usually from 57.5 µM), inactives show at the highest dose activity change, negative = inhibition, hits mostly inhibitors. hit rate 0.007% among 270,000. AID 1868; also: potency is read from the fitted curve at half-maximal effect
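Galactose (100 uM) and ATP (35 uM) were turned over by 5 nM GALK for 1 h at RT. Kinase-Glo Plus then converted the remaining ATP into a luminescent signal.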
Eya2 phos inh = Eya2 (human) phosphatase inhibition. O00167. Potency, µM (highest dose often 76.9 µM), inactives show top-dose activity, negative = inhibition, actives largely listed as inhibitors. hit rate 0.006% among 330,000. AID 488837. recombinant Eya2, OMFP fluorescence dephosphorylation (OMFP is methylfluorescein phosphate); also: potency is read from the fitted curve at half-maximal effect
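Eya2 protein (added as 0.2 uM solution) was preincubated with compound for 10 min at ambient temperature in 50 mM HEPES pH 7.5, 50 mM NaCl, 5 uM MgCl2, 0.05% BSA, 1 mM DTT. OMFP (added at 50 uM) then reacted 10 min; fluorescence read at 485/525 nm.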
uPA surface inh = cell surface uPA generation inhibition; AID 540303; cell surface uPA generation assay, qHTS; hit rate 0.31% among 330,000; Potency, µM (titrated, usually from 38.3 µM), for inactives: at the top dose activity change, negative = inhibition, hits mostly inhibitors; active = well fitted inhibition curve with a large enough effect; inconclusive = small, poorly fitted or top-dose-only effect; inactive = no such curve, though single readings can be large or run the other way; tested in mouse RAW 264.7 cells; also: potency is read from the fitted curve at half-maximal effect; nearly all actives have a fitted effect of over 55% in size
An asterisk follows results filed as active; u = inconclusive; x = not tested or not shown; & = joins results of further samples; [ ] = remark or other dose. Unless noted, calls follow the shape of the dose curve; as a rule, active = well fitted curve in the direction sought with a large enough effect; inconclusive = small, poorly fitted or top-dose-only effect, or another doubt; inactive = no such curve, though single readings can be large; an effect the other way counts as inactive or inconclusive. Unless noted, % is scaled to controls: 0 for no effect and ±100 for the full control effect.

SMILES	B2AR arrestin	USP2a block	KCNH2 WT inh	KCNH2 3.1 block	Chronic BCR inh	PKM2 act	Giardia killer	Coupling enz	GALK inh	Eya2 phos inh	uPA surface inh
COc1ccc(NC(=O)N2CCCC2C(=O)NCc2ccc(F)cc2)cc1 (configuration not stated)	-0.3%	1%	3	-11	0%	9%	-21	5	0%	-10%	0%
CCCCc1nc2cc(C(=O)N(C)CCc3cn[nH]c3)ccc2o1	-0.4%	-2%	-9	0	1%	x	14	0	0%	-1%	-12%
Cc1nn(CCOc2ccccc2)c(=O)n1-c1ccc(Cl)cc1	0.0%	-8%	-30	-18	-8%	6%	5	3	13%	-11%	4%
COc1ccc(N(CC(=O)NC2CCCC2)C(=O)CCC(=O)Nc2cc(C)on2)cc1	-0.2%	2%	-12	-4	9%	x	13	0	-3%	5%	-3%
COC(=O)c1sccc1-c1ccc(C(=O)Nc2cccnc2)o1	-0.4%	1%	-9	6	u	-1%	-8	0	0%	9%	x
COc1ccc(S(=O)(=O)N2CCCC(C(=O)Nc3ccc4c(c3)OCCO4)C2)cc1 (configuration not stated)	4.8%	1%	2	1	-2%	8%	23	2	0%	5%	9%
CSCCCNC(=S)N(C)CC(=O)Nc1ccc(C)cc1	0.0%	0%	0	-3	6%	-17%	34[activator]	-3	6%	4%	1%
CC1=CC(C)(C)N(C(=O)CSc2nnc(N)s2)c2ccccc21	-1.5%	2%	1	13	u	1%	6	-4	2%	0%	5%
O=C(CCc1nc(-c2ccccc2Cl)no1)NCCc1ccccc1	-0.5%	1%	-9	-12	-10%	x	-3	1	x	-20%	-1%
O=C(Oc1ccc(=O)n(-c2ccccc2)n1)c1ccccc1	-0.2%	1%	3	8	-15%	6%	12	3	-4%	17%	1%
O=C1CCC/C1=C/Nc1ccc2c(c1)OCO2	-0.1%	-1%	0	-9	u	1%	-8	-13	-2%	5%	-1%
O=C(O)c1cccc(S(=O)(=O)N2CCCC(c3nc4c(nnn4Cc4ccc(F)cc4)c(=O)[nH]3)C2)c1 (configuration not stated)	-0.1%	-1%	-1	14	-1%	x	5	7	-2%	31%	0%
Cc1ccc(C(=O)C2CCOC(C)(C)C2)cc1 (configuration not stated)	0.0%	-2%	-6	-6	3%	-3%	-19	1	10%	-4%	2%
CCOc1ccccc1CN1CCN(Cc2ccon2)CC1CCO (configuration not stated)	-1.0%	0%	6	2	-4%	-3%	-7	1	13%	4%	-3%
COc1cc(NC(=O)Cn2cnc3sc(C)c(S(=O)(=O)N4CCOCC4)c3c2=O)cc(OC)c1OC	-0.5%	2%	-2	1	0%	x	-9	0	0%	-7%	-4%

The last two records of the part above are carried over, then new ones follow.
SMILES	B2AR arrestin	USP2a block	KCNH2 WT inh	KCNH2 3.1 block	Chronic BCR inh	PKM2 act	Giardia killer	Coupling enz	GALK inh	Eya2 phos inh	uPA surface inh
CCOc1ccccc1CN1CCN(Cc2ccon2)CC1CCO (configuration not stated)	-1.0%	0%	6	2	-4%	-3%	-7	1	13%	4%	-3%
COc1cc(NC(=O)Cn2cnc3sc(C)c(S(=O)(=O)N4CCOCC4)c3c2=O)cc(OC)c1OC	-0.5%	2%	-2	1	0%	x	-9	0	0%	-7%	-4%
O=C(Nc1nnc(CCS(=O)(=O)c2ccc(Br)cc2)s1)c1ccc([N+](=O)[O-])cc1	0.2%	2%	-1	1	1%	-4%	4	5	x	-8%	-4%
O=C(COCCOCC(=O)N(c1ccccn1)C1CCCCC1)N(c1ccccn1)C1CCCCC1	0.4%	-1%	4	1	-5%	-5%	-8	-1	-3%	-4%	-9%
Cc1ccc(NC(=O)COC(=O)CCC(=O)c2cccs2)c(Br)c1	0.0%	3%	-4	-13	-1%	x	6	x	x	3%	2%
COc1ccc(OC)c(NC(=O)c2cccc(N3C(=O)C4C5CCC(C5)C4C3=O)c2)c1 (configuration not stated)	0.2%	-1%	-1	-6	-1%	2%	14	0	2%	7%	-13%
Cc1coc2cc3oc(=O)c(CCC(=O)O)c(C)c3cc12	0.4%	10%	15	5	u	-5%	-10	5	-1%	-1%	1%
COc1ccccc1CN1CCCC(CN(CCN(C)C)C(=O)C2CCCC2)C1 (configuration not stated)	3.0%	-1%	19	2	2%	0%	-7	-2	-2%	-2%	6%
COc1ccc(CN2CCN(Cc3ccc(Br)cc3)CC2)c(OC)c1OC	0.5%	0%	-31	u	-14%	x	24	-4	0%	3%	3%
O=C(NS(=O)(=O)N1CCCC1)C1=C(N2CCCC2)COC1=O	0.1%	-2%	x	x	1%	x	3	x	x	-8%	2%
O=C1Nc2ccccc2C1(c1ccccc1)c1ccccc1	0.1%	4%	-1	-14	-2%	0%	-22	-5	-4%	8%	-3%
Cc1cc(NC(=O)CCCN2C(=O)/C(=C/c3cccs3)SC2=S)no1	8.6%	-1%	-1	1	u	5%	8	5	-1%	-1%	-6%
O=C(COC(=O)Cn1nnc2ccccc21)Nc1ccccc1Br	-0.1%	-6%	1	-8	-6%	-9%	4	-7	-2%	0%	-15%
O=C(c1cc([N+](=O)[O-])ccc1Cl)N1c2ccccc2Sc2ccccc21	0.0%	-1%	-5	0	3%	-2%	18	-3	0%	4%	-18%
O=C(Cc1ccccc1)Nc1ccc(N2CCCCC2)cc1	-0.2%	-2%	-6	6	-9%	-10%	-30	1	0%	24%	u
Cc1nc(-c2ccccc2)nc2[nH]c(=O)n(-c3ccccc3)c(=O)c12	0.0%	0%	12	9	24%	16%	4	0	-4%	2%	x
O=C(NCn1ccc(=O)[nH]c1=S)c1ccccc1	-1.8%	1%	2	5	1%	3%	-12	0	-2%	4%	1%
Cc1ccc(-c2ccc(/C=N\n3cnnc3)o2)c(Br)c1	3.3%	-1%	17	-21	u	-2%	-2	-2	1%	5%	-5%
CCN(CCO)C(=S)Nc1cc(S(=O)(=O)N(C)C)ccc1C	0.0%	0%	-11	21	3%	0%	2	-1	-2%	-3%	3%
Cc1cc(C)c(NC(=O)c2cccs2)c(C)c1NC(=O)c1cccs1	-0.5%	1%	1	1	u	2%	1	0	-2%	-7%	4%
O=C(NC12CC3CC(CC(C3)C1)C2)c1ccc(N2CCNCC2)c([N+](=O)[O-])c1	-0.3%	2%	-5	-13	u	0%	1	0	-1%	-1%	u
Cc1ccc(SCC(=O)N2CCN(c3ccccn3)CC2)cc1	-0.3%	3%	3	5	11%	0%	2	0	5%	15%	2%
COc1ccc(C(CC(=O)N2CCCC2)c2c(OC)cc(OC)c3c(-c4ccccc4)cc(=O)oc23)cc1 (configuration not stated)	0.3%	0%	-9	-8	-18%	-2%	0&1	4&13	3%	-7%	-9%
O=C1C(C=Nc2ccccc2O)=C(O)c2ccccc21	-0.1%	-1%	13	-1	u	-4%	0	0	-1%	8%	u
O=C(NC1CCCC1)C1CC(c2ccc(F)cc2)=NO1 (configuration not stated)	-0.3%	0%	-13	4	13%	-1%	5	2	-4%	8%	x
Nc1ccn([C@H]2C[C@H](O)[C@@H](CO)O2)c(=O)n1	0.0%&0.1%	1%&2%	-16&-4	7&10	4%&11%	2%	-10&4	3&3	x	-44%&-4%	2%&12%
Cc1ccccc1NS(=O)(=O)c1ccc(C(=O)NCCCN2CCOCC2)cc1	-0.1%	2%	-16	3	-1%	x	25	x	x	9%	-2%
Cc1c(NC(=O)C(C)OC(=O)CNC(=O)c2ccc(C(C)(C)C)cc2)c(=O)n(-c2ccccc2)n1C (configuration not stated)	-0.2%	0%	-1	3	3%	-4%	-10	5	-4%	-21%	4%
Cc1ccccc1C(=O)Nc1cccc(NC(=O)c2ncn[nH]2)c1	-0.1%	2%	x	-15	u	-7%	4	0	2%	-18%	-7%
CC1CC(C)CN(CCCNC(=O)C2CCC(=O)N2C2CCCC2)C1 (configuration not stated)	-0.2%	4%	9	12	0%	4%	5	2	-2%	-12%	7%
CC(C)CC1CC(=O)OC1(C)C(=O)CSc1nc2ccccc2s1 (configuration not stated)	-0.4%	-2%	-7	-24	u	-1%	-11	x	-1%	-11%	4%
O=C(c1c(F)cccc1F)N1CCN(CCOc2ccccc2)CC1	0.4%	-2%	4	-8	-3%	x	12	1	2%	-9%	-2%
Cc1nc2c(sc(=S)n2Cc2ccco2)c(=O)n1CC(=O)Nc1ccccc1Cl	0.1%	1%	13	-19	1%	5%	-12	3	-2%	-4%	-8%
CSCCC(NC(=O)c1ccco1)C(=O)OC(C)C(=O)NC(=O)NC1CCCCC1 (configuration not stated)	-0.3%	4%	-21	3	5%	1%	19	1	-4%	-23%	0%
CCn1cc(C(=O)N2CCc3ccccc32)c(=O)c2cc(S(=O)(=O)N(C)C3CCCCC3)ccc21	-0.2%	6%	3	-23	u	7%	-5	1	x	3%	-9%
Cn1cccc1/C=C1\Cc2ccccc2C1=O	-0.1%	1%	-15	-5	1%	-27%	-6	-3	0%	-10%	-15%
O=C(CSc1ccc(F)cc1)N1CCOCC1	0.5%	7%	-4	-26	2%	x	-5	3	-1%	-17%	6%
